# IL1B NFkB inh: blocks IL-1B driven NFkB nuclear translocation in HUVEC cells; HUVEC IL-1B NFkB p65 nuclear translocation imaging; inhibition, % at 2 µM; 94,000 tested, 0.43% active; AID 796;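 active = inhibition above about 30% together with a positive call from visual inspection of the well image, limit read from the data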;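 also: nuclear over cytoplasmic p65 intensity ratio measured by imaging; 0% = IL-1B stimulated DMSO wells and 100% = unstimulated DMSO wells; values of inactives mirror those of a sister screen read the other way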
# PLAP inhibitors HTS: PLAP enzyme inhibitors, biochemical, luminescence, HTS (AID 690); purified PLAP, luminescent substrate; higher % means a stronger effect; one-dose inhibition, % at 20 µM; IC50 in µM for titrated hits; 96,000 tested, 0.08% active; in the data active = a potency from the dose series; inactive = the rest, 99 in 100 with inhibition below about 30%; also: strong numbers were not always called active
# Bcl-B displacement: displacers of TR3 peptide from Bcl-B, primary screen, selectivity assay for Bfl-1 inhibitor project, biochemical, fluorescence polarization; FP displacement of FITC-TR3 peptide from Bcl-B; higher % means a stronger effect; one-dose displacement, % at 20 µM; IC50 in µM for titrated hits; 96,000 tested, 0.11% active;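 active = displacement above 50% at 20 µM plus a fluorescence interference ratio under 1.5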;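 also: plate controls were wells without compound for no effect and wells lacking Bcl-B protein for full effect; a part of the inactive calls stands beside numbers as strong as those of hits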
# NFkB transloc pot: enhances IL-1B driven NFkB nuclear translocation; HUVEC IL-1B NFkB p65 nuclear translocation imaging; activation, % at 2 µM; 94,000 tested, 0.3% active; AID 819;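 active = activation above 40%, about the mean plus 3 SD, also judged a hit on visual image review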;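 also: percent activation is computed from the nuclear over cytoplasmic p65 intensity ratio; values of inactives mirror those of a sister screen read the other way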
# MRP resist rev: compounds reversing MRP-mediated drug resistance; H69AR cells + 2 uM doxorubicin, CellTiter-Glo, 72 h; differential viability (reversal), % at 10 µM; 85,000 tested, 0.04% active;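 active = viability drop by adding the cancer drug above about 55%, with treated viability meeting a 40% cutoff, limit read from the data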;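 also: viability without doxorubicin minus viability with 2 µM doxorubicin for each compound; larger differential means the compound sensitizes cells more to doxorubicin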
# MRP resist rev cytotoxicity: second read-out of MRP resist rev, no call of its own (marks repeat the call); viability, %; H69AR cells, CellTiter-Glo, 72 h; measured here: cytotoxicity without doxorubicin
# MRP resist rev with doxorubicin: further read-out of MRP resist rev, marked with its call; viability, %; measured here: viability with 2 uM doxorubicin; active compounds read low
# IL1B NFkB inh cell count 2 µM: recorded beside IL1B NFkB inh, whose call it bears; cell count; measured here: cells passing quality filter;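 raw number of nuclei counted in each imaged well without normalization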
# NFkB transloc pot cell count 2 µM: further read-out of NFkB transloc pot, marked with its call; cell count; measured here: cells passing quality filter
# * hit, by the source's call; x = no result given.
SMILES,IL1B NFkB inh,IL1B NFkB inh cell count 2 µM,PLAP inhibitors HTS,Bcl-B displacement,NFkB transloc pot,NFkB transloc pot cell count 2 µM,MRP resist rev,MRP resist rev cytotoxicity,MRP resist rev with doxorubicin
COc1ccccc1CNC(=O)Cn1cnc2ccccc2c1=O,x,x,19.1%,3.0%,x,x,-2.0,83.9,85.8
COc1cccc(C2/C(=C(/O)c3cnn(-c4ccccc4)c3C)C(=O)C(=O)N2CCN(C)C)c1OC (stereo not drawn),-7.5,125,x,13.0%,7.5,125,0.4,97.6,97.2
Cc1ccc(NC(=S)N2CCN(C3CCCCC3)CC2)cc1,7.4,127,-11.6%,0.7%,-7.4,127,x,x,x
NC(=O)C1CCN(CCC(=O)Nc2ccc3c(c2)CCC3)CC1,-11.0,125,x,x,11.0,125,-14.5,92.1,106.6
CCOC(=O)C1CCN(c2c(NCCCN(C)C3CCCCC3)c(=O)c2=O)CC1,x,x,8.2%,-3.1%,x,x,4.2,88.3,84.2
Cc1noc(NS(=O)(=O)c2ccc(NC(=O)Nc3ccc(Cl)c(Cl)c3)cc2)c1C,0.2,90,-37.2%,-3.2%,-0.2,90,-9.4,90.1,99.4
CCOc1ccc(C(O)c2nccn2C)cc1 (stereo not drawn),-4.9,167,11.8%,-0.7%,4.9,167,-3.9,95.5,99.3
CSc1nnc(Cn2c(=O)sc3ccccc32)n1CCc1ccccc1,9.1,196,-3.0%,3.0%,-9.1,196,7.1,85.5,78.4
Cc1cccc(CCNC(=O)CCc2nc(-c3ccccc3F)no2)c1,7.0,120,18.9%,-1.1%,-7.0,120,5.6,86.6,81.0
CC1CC(C)CN(C(=O)CSc2nnc(-c3ccc(Cl)cc3)o2)C1 (stereo not drawn),-5.3,163,6.9%,1.4%,5.3,163,11.9,80.8,68.9
CCn1cc([N+](=O)[O-])c(C(=O)N2N=C(c3cccc4ccccc34)CC2c2ccccc2O)n1 (stereo not drawn),-11.6,143,x,x,11.6,143,10.4,78.7,68.3
COc1ccc2[nH]c(=O)c(CN(C(=O)c3ccco3)C3CCCCC3)cc2c1,-9.9,168,-48.9%,-0.7%,9.9,168,-1.4,77.8,79.2
CCCNC(=O)c1ccccc1NC(=O)Nc1ccccc1C,3.3,149,25.0%,4.7%,-3.3,149,-3.4,94.5,97.9
N/C(=N/O)c1nc(N2CCCCC2)nc(N2CCCCC2)n1,-8.7,108,x,x,8.7,108,-8.2,89.8,98.0
Cc1occc1C(=O)NNC(=S)Nc1cccc([N+](=O)[O-])c1,0.9,112,-102.4%,-42.3%,-0.9,112,x,x,x
c1ccc(-n2ncc3c(NCCN4CCOCC4)ncnc32)cc1,-9.4,117,-42.4%,-3.6%,9.4,117,-12.6,71.1,83.8
Cc1ccc(S(=O)(=O)N2CCSC2c2ccco2)cc1 (stereo not drawn),-14.9,115,26.2%,1.8%,14.9,115,11.1,84.3,73.3
CC(=O)Nc1ccc(S(=O)(=O)N2CCN(c3cc4c(cc3[N+](=O)[O-])n(C)c(=O)n4C)CC2)cc1,10.8,146,3.3%,18.7%,-10.8,146,x,x,x
COC(=O)c1ccccc1NC(=O)COC(C)=O,-15.8,157,2.3%,28.7%,15.8,157,-4.1,6.0,10.1
O/N=C1\CC/C(=N\O)c2nn(-c3ccc(Cl)cc3Cl)nc21,-3.7,100,-8.0%,-6.8%,3.7,100,x,x,x
CCn1c(=O)cc(OCC(=O)Nc2ccc3c(c2)OCCO3)c2ccccc21,x,x,5.9%,-11.0%,x,x,-12.1,76.7,88.7
Nc1ccc(C23CC4CC(CC(O)(C4)C2)C3)cc1,-1.0,140,-20.8%,8.8%,1.0,140,37.2,93.0,55.9
Cc1cc(N(C)C)c(C#N)c(N2CCCCC2)n1,12.7,102,15.4%,-1.6%,-12.7,102,3.5,97.3,93.8
Cc1ccccc1NC(=O)c1onc2c1CCCC2,x,x,-9.8%,-1.4%,x,x,x,x,x
CS(=O)(=O)N1CCCC(C(=O)NCc2ccc(F)cc2)C1 (stereo not drawn),x,x,13.0%,-5.0%,x,x,-1.7,88.1,89.8
# The listing continues:
SMILES,IL1B NFkB inh,IL1B NFkB inh cell count 2 µM,PLAP inhibitors HTS,Bcl-B displacement,NFkB transloc pot,NFkB transloc pot cell count 2 µM,MRP resist rev,MRP resist rev cytotoxicity,MRP resist rev with doxorubicin
COc1cc(C(=O)Nc2ccc3c(c2)OCCO3)c(-n2cnnn2)cc1OC,2.7,95,-9.5%,5.7%,-2.7,95,2.7,92.8,90.1
COc1ccc(-c2nc3cccc(C)n3c2NCc2ccco2)cc1OC,-6.9,197,-31.3%,0.6%,6.9,197,-11.1,95.6,106.7
N#CC1=C(N)C(C#N)(C#N)[C@H](c2ccsc2)[C@H]2COCC=C12,-23.5,125,-24.9%,47.6%,23.5,125,-3.9,67.7,71.6
O=C(O/N=C1/CCCc2occc21)c1ccccc1,1.0,55,7.9%,-10.6%,-1.0,55,x,x,x
Cc1nn(Cc2ccccc2)c2c1C(c1cccnc1)C(C#N)=C(N)O2 (stereo not drawn),2.8,151,-18.9%,10.1%,-2.8,151,19.0,113.9,94.9
Cn1c(CCNC(=O)c2cccs2)nnc1SCC(=O)Nc1nc(-c2ccccc2)cs1,-0.8,118,-3.4%,-4.5%,0.8,118,9.9,82.8,72.9
CCC(C)NC(=O)Cn1nc([N+](=O)[O-])c(Cl)c1C (stereo not drawn),5.4,104,3.3%,-3.2%,-5.4,104,x,x,x
CSc1nc(C)cc(C)c1C#N,10.1,142,-16.1%,-28.3%,-10.1,142,-1.4,95.4,96.8
Cc1cc(NCCCn2ccnc2)n2ncc(-c3ccc(Cl)cc3)c2n1,-8.6,173,-39.3%,-0.3%,8.6,173,-2.4,19.4,21.8
COC(=O)Nc1nnc(-c2ccncc2)s1,-2.5,147,0.8%,0.0%,2.5,147,6.1,105.8,99.7
CC(C)NCc1c(O)c(Br)cc2oc3c(c12)CCCC3,-28.6,131,-42.4%,0.7%,28.6,131,-0.9,89.6,90.5
C=CCn1c(SCC(=O)Nc2ccc(NC(=O)c3ccco3)c(OC)c2)nnc1-c1ccncc1,-0.3,114,-51.0%,2.0%,0.3,114,11.8,96.8,85.0
CCc1nnc(NC(=O)CSc2nnc(-c3ccncc3)n2Cc2ccccc2)s1,-7.7,103,-21.6%,1.5%,7.7,103,x,x,x
Cc1ccc(C(=O)NCC2CCCO2)o1 (stereo not drawn),-16.9,174,7.5%,-3.5%,16.9,174,4.3,93.7,89.4
CCC(C)C(N)C(=O)NC(CCC(=O)OCc1ccccc1)C(N)=O (stereo not drawn),8.9,82,-78.1%,6.5%,-8.9,82,5.8,100.2,94.3
Cc1ccc(NC(=O)CCC(=O)OCC(F)(F)C(F)F)cc1,-23.5,148,13.7%,-9.9%,23.5,148,1.6,102.4,100.7
CCOC(=O)C1C(c2cccc(Cl)c2Cl)NC(=O)NC1(O)C(F)(F)F (stereo not drawn),-7.1,178,-2.4%,-13.4%,7.1,178,2.4,98.9,96.6
Cn1nnnc1SCc1ccc(F)cc1,-2.3,166,7.9%,1.2%,2.3,166,4.5,96.3,91.8
CC1(C)C(=O)OC(c2cccs2)C2(CCCCC2)C1=O (stereo not drawn),9.1,149,20.5%,26.0%,3.5,65,5.4,89.7,84.3
Cc1ccc(S(=O)(=O)N2CCN(C)CC2)c(C)c1N(C)S(=O)(=O)c1ccc(Cl)cc1,8.4,143,-69.8%,-3.8%,-8.4,143,x,x,x
O=C(CSCCO)Nc1cc(C(F)(F)F)ccc1Cl,2.1,148,24.4%,-4.3%,-2.1,148,6.2,104.2,98.0
O=C(COc1ccccc1)N1CCN=C1SCc1cccnc1,-34.4,207,8.6%,11.7%,34.4,207,11.7,90.9,79.1
CCCC(=O)NC(C)c1nc2ccccc2[nH]1 (stereo not drawn),4.3,46,3.8%,-1.6%,-4.2,46,0.4,96.2,95.8
O=C(c1ccc(Cl)cc1Cl)N1CCC(c2nc3c(nnn3Cc3ccco3)c(=O)[nH]2)CC1,-3.3,189,-34.8%,-0.6%,3.3,189,1.3,59.8,58.5
CC1CCN(C(=O)c2cc(F)c(F)cc2Cl)CC1,-5.6,91,x,x,5.6,91,-6.0,84.0,90.0
# Continued:
SMILES,IL1B NFkB inh,IL1B NFkB inh cell count 2 µM,PLAP inhibitors HTS,Bcl-B displacement,NFkB transloc pot,NFkB transloc pot cell count 2 µM,MRP resist rev,MRP resist rev cytotoxicity,MRP resist rev with doxorubicin
CCOC(=O)N1CCN(C(=O)CCCn2c(=O)[nH]c3ccccc3c2=O)CC1,4.7,89,-7.1%,-12.3%,-4.7,89,-1.3,94.4,95.7
O=C(Nc1ccccc1)c1ccc(N2CCN(c3ccccc3)CC2)c(S(=O)(=O)N2CCOCC2)c1,-5.1,169,-58.9%,-23.4%,5.1,169,-10.2,72.7,82.9
CCn1c(CC(=O)Nc2ccccc2)nnc1SCC(=O)Nc1ccccc1C(=O)OC,-12.5,183,14.7%,4.9%,12.5,183,6.0,87.7,81.8
O=C1c2ccccc2C(=O)N1CCc1nc(-c2ccncc2)no1,-14.6,163,7.0%,3.1%,14.6,163,-15.4,90.9,106.3
CC(=O)N1CCN(c2ccc(NC(=O)c3ccc4c(c3)OCCO4)cc2)CC1,-0.4,205,10.7%,-2.4%,0.4,205,6.4,104.8,98.4
C1CCN(Cc2nnnn2C2CCCC2)CC1,-5.9,96,x,x,5.9,96,-12.7,88.1,100.8
Cc1ccc2c(c1)c1c(n2CC(O)Cn2nc(C)c(Br)c2C)CCCC1 (stereo not drawn),-30.3,202,-73.0%,9.5%,30.3,202,1.0,54.6,53.6
CCOC(=O)C1CCN(S(=O)(=O)c2cnc[nH]2)CC1,x,x,11.8%,-5.0%,x,x,-5.3,103.6,108.9
Nc1c(NCCCN2CCOCC2)c2ccccc2oc1=O,2.3,163,1.5%,7.1%,-2.3,163,13.1,87.9,74.8
Cc1nc2ccccc2c2c1C(=O)N(C1CCCCCCC1)C2=O,0.9,164,9.1%,9.4%,-0.9,164,1.5,70.9,69.4
Cn1c(=O)n(C)c2cc(CNc3ccc(N4CCOCC4)c(C(=O)O)c3)ccc21,-6.7,120,-35.4%,5.2%,6.7,120,10.8,96.0,85.1
O=C(/C=C1\NCC2c3ccccc3CCN2C1=O)c1ccccc1 (stereo not drawn),-3.8,144,0.2%,2.1%,3.8,144,x,x,x
CCCCOC(=O)CSc1n[nH]c(=O)[nH]c1=O,15.2,59,11.6%,-6.8%,-15.2,59,-1.1,92.1,93.2
Cc1cccc(NC(=O)CSc2nnc(-c3cnccn3)n2Cc2ccco2)c1,-18.8,77,21.8%,-11.9%,18.8,77,-2.4,100.1,102.5
CSc1nc(N)c(C#N)c(-c2ccc(Cl)cc2)c1C#N,-8.8,101,7.4%,4.1%,8.8,101,-20.0,82.4,102.4
CCOC(=O)C(C(=O)N(C)C)c1ncc(C(F)(F)F)cc1Cl (stereo not drawn),4.0,128,9.7%,-0.7%,-4.0,128,x,x,x
CCOc1ccccc1NC(=S)NCc1ccco1,2.6,80,3.1%,-15.3%,-2.6,80,3.6,81.6,77.9

# Among those listed so far, three have a thiophene ring, fused or not.
SMILES,IL1B NFkB inh,IL1B NFkB inh cell count 2 µM,PLAP inhibitors HTS,Bcl-B displacement,NFkB transloc pot,NFkB transloc pot cell count 2 µM,MRP resist rev,MRP resist rev cytotoxicity,MRP resist rev with doxorubicin
N#CC1=C(N)C(C#N)(C#N)[C@H](c2ccsc2)[C@H]2COCC=C12,-23.5,125,-24.9%,47.6%,23.5,125,-3.9,67.7,71.6
Cn1c(CCNC(=O)c2cccs2)nnc1SCC(=O)Nc1nc(-c2ccccc2)cs1,-0.8,118,-3.4%,-4.5%,0.8,118,9.9,82.8,72.9
CC1(C)C(=O)OC(c2cccs2)C2(CCCCC2)C1=O (stereo not drawn),9.1,149,20.5%,26.0%,3.5,65,5.4,89.7,84.3

# Assay outcomes (PubChem BioAssay)

# Some of the compounds tested. The share of hits here may be higher or lower than overall.
